# Bim-Bcl-XL: inhibitors of Bim-Bcl-XL binding, primary screen, biochemical, multiplexed, bead flow cytometry, human Bcl-XL | Bcl-2-like protein 1 (Homo sapiens), Q07817 | Bim peptide-Bcl-XL binding, fluorescence | inhibition, % at 10 µM | hit rate 0.04% among 190,000 | AID 1007, 2008
# ABCG2 block: ABCG2 efflux pump inhibitors, primary screen, multiplex with ABCB1, IgMXP3 cells, flow cytometry; Broad substrate specificity ATP-binding cassette transporter ABCG2 (Homo sapiens), Q9UNQ0; JC-1 efflux; inhibition, % at 6.6 µM; hit rate 0.1% among 190,000;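 active means inhibition above 80%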;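 further: 0% = DMSO and 100% = nicardipine control wells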
#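 Test system: IgMXP3 (ABCG2) plus far-red-tagged CCRF-Adr (ABCB1) cells. Reagent: JC-1 dye as substrate. Timing: 10 min exposure at 25 °C with rotation, no wash. Measured by: flow cytometric JC-1 green MFI at 530 nm. Read-out: percent efflux inhibition, scaled nicardipine 100% to DMSO 0%. Control set: nicardipine and DMSO wells.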
# RGS4-Gao reg: modulators of RGS4 binding to Galphao, primary screen, biochemical, multiplexed bead flow cytometry; Guanine nucleotide-binding protein G(o) subunit alpha (Homo sapiens), P09471; actives lie on both sides; binding response (% of control), % at 10 µM; hit rate 0.33% among 220,000; in the data active means binding response below about 49% or above about 150%; inactive means in between;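 further: fluorescent Galphao activated with aluminum fluoride binding bead-coupled RGS4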
# Bcl-W Bim block: inhibitors of Bim binding to Bcl-W, primary screen, biochemical, multiplexed, bead-based flow cytometry; Bcl-2-like protein 2 (Homo sapiens), Q92843; Bim peptide-Bcl-W binding; inhibition, % at 10 µM; hit rate 0.02% among 190,000; AID 952, 2007;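 further: 0% = bound tracer without compound and 100% = peptide blocker; higher means less fluorescent Bim peptide bound to Bcl-W beads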
# Bcl-2 Bim block: inhibitors of Bim-Bcl-2 binding, primary screen, biochemical, multiplexed, human Bcl-2 family; inhibition, % at 10 µM; hit rate 0.06% among 190,000; Bead-based flow cytometry, Bim peptide-Bcl-2 binding; Apoptosis regulator Bcl-2 (Homo sapiens), P10415; AID 950, 2007; in the data active means inhibition above about 40%; inconclusive means no clear call, values can overlap the other calls;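 further: 0% = no compound wells with probe peptide and 100% = reference peptide inhibitor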
# Bfl-1 Bim block: inhibitors of Bim binding to Bfl-1, primary screen, biochemical, multiplexed, bead-based flow cytometry; Bcl-2-related protein A1 (Homo sapiens), Q16548; Bim-Bfl-1 binding inhibition; inhibition, % at 10 µM; hit rate 0.12% among 190,000;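 further: 0% = wells without compound plus tracer and 100% = blocker peptide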
# RGS8-Gao: RGS8-Galphao binding modulators, primary screen, biochemical, multiplexed bead flow cytometry; Guanine nucleotide-binding protein G(o) subunit alpha (Homo sapiens), P09471; actives lie on both sides; response (percent of control binding), % at 10 µM; hit rate 0.34% among 220,000; AID 1423, 2008; in the data active means response below about 60% or above about 140%; inactive means in between;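 further: Galphao activated as the GDP aluminium fluoride complex binding bead-coupled RGS8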
# GSH fluor: compound fluorescence on glutathione beads, profiling panel, artefact control, biophysical, 488/530 nm, flow cytometry | fluorescence (KMESF) at 10 µM | GSH beads flow cytometry, compound fluorescence 488/530 nm; active compounds read high | hit rate 0.25% among 190,000; in the data active means fluorescence above about 89;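 further: glutathione beads carrying GST-tagged Bcl family fusion proteins plus one bare bead set; values are compound well signal with DMSO vehicle wells as background; inactives centre near 16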
# RGS7-Gao reg: RGS7-Galphao binding modulators, primary screen, biochemical, multiplexed bead flow cytometry; Guanine nucleotide-binding protein G(o) subunit alpha (Homo sapiens), P09471; actives lie on both sides; AID 1439, 2008; hit rate 0.35% among 220,000; binding response (% of control), % at 10 µM; in the data active means binding response below about 49% or above about 150%; inconclusive means no clear call, values can overlap the other calls; inactive means in between;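 further: fluorescent Galphao held in activated GDP-AlF4 state binding bead-coupled RGS7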
# Bim-Bcl-B: inhibitors of Bim-Bcl-B binding, primary screen, biochemical, multiplexed, human Bcl-2 family; Bcl-2-like protein 10 (Homo sapiens), Q9HD36; bead-based flow cytometry, Bim peptide-Bcl-B binding; inhibition, % at 10 µM; hit rate 0.073% among 190,000;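 further: 0% = tracer peptide without compound and 100% = reference inhibitor peptide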
# ABCB1 block: ABCB1 efflux pump inhibitors, primary screen, cell-based, multiplex, flow cytometry, ABCG2 counter-screen. inhibition, % at 6.6 µM. hit rate 0.067% among 190,000. AID 1326, 2008. ATP-dependent translocase ABCB1 (Homo sapiens), P08183. CCRF-Adr cells, JC-1 efflux; in the data active means inhibition above about 40%;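 further: 0% = vehicle and 100% = reference inhibitor; higher value means more JC-1 retained so stronger ABCB1 efflux block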
# Target sequence (P08183 whole entry, looked up): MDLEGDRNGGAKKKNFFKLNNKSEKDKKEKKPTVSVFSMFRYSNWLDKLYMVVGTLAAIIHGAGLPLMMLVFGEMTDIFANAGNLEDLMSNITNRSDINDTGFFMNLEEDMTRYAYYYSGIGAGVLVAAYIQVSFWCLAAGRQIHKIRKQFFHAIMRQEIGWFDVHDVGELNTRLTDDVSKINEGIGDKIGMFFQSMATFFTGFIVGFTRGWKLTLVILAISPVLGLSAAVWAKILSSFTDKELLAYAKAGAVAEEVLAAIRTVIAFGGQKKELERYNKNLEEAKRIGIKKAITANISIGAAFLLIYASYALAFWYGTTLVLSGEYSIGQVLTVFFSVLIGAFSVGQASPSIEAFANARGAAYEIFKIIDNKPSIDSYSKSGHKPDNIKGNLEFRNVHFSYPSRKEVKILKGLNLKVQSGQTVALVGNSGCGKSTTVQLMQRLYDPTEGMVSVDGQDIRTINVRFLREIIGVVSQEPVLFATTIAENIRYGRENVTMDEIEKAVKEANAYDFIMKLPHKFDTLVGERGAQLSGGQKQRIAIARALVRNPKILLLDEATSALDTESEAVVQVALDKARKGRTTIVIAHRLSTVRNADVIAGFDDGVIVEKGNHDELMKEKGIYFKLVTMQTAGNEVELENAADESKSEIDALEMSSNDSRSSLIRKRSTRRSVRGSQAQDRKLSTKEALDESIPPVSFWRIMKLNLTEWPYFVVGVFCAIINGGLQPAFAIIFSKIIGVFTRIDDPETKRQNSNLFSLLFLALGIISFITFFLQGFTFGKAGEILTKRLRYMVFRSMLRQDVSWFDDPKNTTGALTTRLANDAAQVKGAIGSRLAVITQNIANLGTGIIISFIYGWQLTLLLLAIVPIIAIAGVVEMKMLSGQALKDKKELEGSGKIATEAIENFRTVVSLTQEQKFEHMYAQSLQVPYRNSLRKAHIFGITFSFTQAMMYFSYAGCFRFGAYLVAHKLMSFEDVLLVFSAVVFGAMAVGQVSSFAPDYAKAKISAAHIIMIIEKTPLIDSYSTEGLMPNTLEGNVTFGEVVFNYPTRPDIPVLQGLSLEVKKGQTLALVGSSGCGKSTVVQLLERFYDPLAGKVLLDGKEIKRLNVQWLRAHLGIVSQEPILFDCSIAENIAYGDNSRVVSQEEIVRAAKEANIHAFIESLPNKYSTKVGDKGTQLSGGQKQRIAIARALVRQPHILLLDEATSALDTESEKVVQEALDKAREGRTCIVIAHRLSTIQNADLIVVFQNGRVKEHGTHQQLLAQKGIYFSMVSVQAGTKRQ
# The depositor's hits bear a star; ? = inconclusive; . = no result given. Unless noted, no stated cut-off is given here; in the data, active means inhibition above about 40%.
# Results follow in this order: Bim-Bcl-XL	ABCG2 block	RGS4-Gao reg	Bcl-W Bim block	Bcl-2 Bim block	Bfl-1 Bim block	RGS8-Gao	GSH fluor	RGS7-Gao reg	Bim-Bcl-B	ABCB1 block
Cc1cc(NC(=O)c2cccc(S(=O)(=O)N3CCCCCC3)c2)no1
→ -1	0	97	2	-3	-1	90	.	96	-3	-0.2
COC(=O)c1cc(S(=O)(=O)N2CCC(C)CC2)ccc1F
→ -5	0	100	-1	-10	-15	105	32	101	-7	0.0
COc1cc(CCC(=O)Nc2ccc(Cl)c(C(F)(F)F)c2)cc(OC)c1OC
→ -3	0	97	-3	-9	-2	100	10	96	-5	0.1
Cc1cc(=O)oc(C)c1C(=O)NCC1CCCO1 (stereo not given)
→ -6	4	99	-3	-14	-12	108	31	98	-10	0.5
COc1ccc(CNC(=S)NC(C)CCc2ccccc2)cc1 (stereo not given)
→ -4	1	100	0	-3	-3	98	27	98	-10	0.2
Cc1ccc(Oc2coc3cc(OC(=O)c4cccs4)ccc3c2=O)cc1
→ -1	1	100	0	-5	-11	101	7	102	-3	0.2
CCc1cc(CNC(=O)CCc2nnc(CCCc3ccccc3)o2)on1
→ -6	1	96	-6	-7	-14	96	55	108	-2	0.5
CCn1c(=O)n(CC)c2cc(S(=O)(=O)N3CCOCC3)ccc21
→ -2	0	105	-6	-4	-3	106	12	101	-1	0.2
Cc1cc(C)nc(N=Nc2c(O)n(Cc3ccc(Cl)cc3)c3ccccc23)n1
→ 1	5	95	0	1	2	82	7	100	1	4.1
CC1=NN(c2nc(C)cc(C)n2)C(=O)C1CCC(C)C (stereo not given)
→ -4	0	88	-1	-9	-8	95	10	87	-7	-0.1
COc1cc(/C=N\NC(=O)c2ccc(Cn3nc([N+](=O)[O-])c(Cl)c3C)o2)ccc1O
→ 29	1	103	14	12	4	111	8	103	21	0.6
CCN(CC)C(=O)CSC1c2ccccc2C(=O)N1c1ccccc1 (stereo not given)
→ -3	9	99	-1	0	0	97	18	101	-1	2.6
COC(=O)C(Cc1ccc(O)cc1)NC(=O)C12CC3CC(CC(C3)C1)C2 (stereo not given)
→ -5	4	99	-4	-3	2	100	19	101	0	2.1
S=c1[nH]nc(COc2ccccc2)n1/N=C/c1ccncc1
→ 0	14	101	4	-1	4	95	8	98	-38	0.2
COc1ccc(/C=N/NC(=O)c2cc(-c3ccc4c(c3)OCO4)n[nH]2)cc1OC
→ -6	30	92	-4	-8	-7	96	14	90	-6	37
CC(=O)C1=C(O)C(=O)N(Cc2cccnc2)C1c1ccc(Cl)cc1Cl (stereo not given)
→ -2	2	100	-3	-2	0	102	60	100	-4	-0.3
COc1ccc(S(=O)(=O)Nc2ccc3c(c2)OCO3)cc1
→ 1	1	106	0	-5	-9	104	57	106	-6	0.4
COc1ccc(C2Nc3ccccc3C(=O)N2Cc2ccco2)cc1COc1ccc([N+](=O)[O-])cc1 (stereo not given)
→ 0	2	100	0	-1	4	100	19	96	0	1.1
O=C(Cc1noc2ccccc12)NNC(=S)Nc1ccc(Cl)cc1
→ -1	-1	101	-2	0	0	100	20	100	-11	-0.3
CCOC(=O)c1c(/N=C/N(C)C)sc(/C=N/Nc2ccccc2)c1-c1ccccc1Cl
→ -3	-1	96	-1	-5	-1	99	14	101	-5	-0.3
O=C(c1ccccc1)n1ccn(-c2ccccc2)c1=S
→ 0	21	100	-2	14	-4	102	20	97	-2	-0.3
O=C(CN(Cc1ccccc1)C(=O)c1ccco1)NCc1ccc(F)cc1
→ -2	0	106	-3	0	-2	97	22	104	-2	0.4
CN(CC(=O)NC1CCCc2ccccc21)S(=O)(=O)c1cccs1 (stereo not given)
→ -3	-2	103	0	-1	-3	101	10	103	-2	0.2
CCCn1c2c(c(O)c(C(=O)Nc3nc(C)cs3)c1=O)CCCC2
→ 2	0	103	0	-2	-3	102	7	93	0	0.1
CC(=O)Nc1cccc(OCc2cnc(Cl)s2)c1
→ 0	1	104	0	-1	-4	102	16	101	-1	0.0
Cc1ccc(C)c(SCC(=O)c2ccc[nH]2)c1
→ 0	6	101	-1	-2	-5	98	14	?	-4	0.2
CCOc1cccc(C(=O)NC(=S)Nc2ccccc2)c1
→ -9	4	98	-6	0	3	99	10	95	-4	0.3
COc1ccc(-n2c(N)c(C(=O)NCc3ccco3)sc2=S)cc1
→ -2	3	99	-4	-3	-1	100	29	104	0	0.4
Cc1nnc(SCC(=O)Nc2ccc3c(c2)OCCO3)s1
→ -2	3	.	-1	-6	4	.	19	.	-2	1.0
COc1ccc(C(=O)NC2CC3CCCC(C2)N3CC(C)C)cc1OC (stereo not given)
→ -1	0	96	-1	-2	-10	98	24	103	-2	-0.1
Cc1cccc(NC(=O)NNC(=O)c2nn(C)cc2Br)c1
→ -5	9	104	0	-18	-6	108	16	105	-8	0.2
Cn1c(CNC(=O)c2ccccc2F)nnc1SCC(=O)N1CCN(c2ccccc2)CC1
→ -3	1	99	2	0	0	103	21	96	-2	0.7
CC1=CSC2=NC(=O)/C(=C\c3cccn3-c3ccccc3)C(=N)N12
→ -2	10	95	-1	-2	2	97	5	92	-3	-0.1
Cc1ccc(Nc2nc(C(=O)N3CCC(C(=O)NCCN4CCOCC4)CC3)cs2)cc1
→ 1	0	105	0	1	0	102	28	103	1	0.4
CN(C)S(=O)(=O)c1ccc(C(=O)N2CCOCC2)cc1
→ -7	1	100	-1	-7	-17	101	34	100	-8	0.1
OCCC1CN(CCCn2cccn2)CCN1Cc1ccccc1 (stereo not given)
→ 0	-1	90	-1	0	-6	97	10	89	-1	-0.1
O=C(CC1C(=O)NCCN1C(=O)Nc1ccc(Cl)cc1)Nc1ccc(F)cc1 (stereo not given)
→ -2	2	99	-1	-5	-6	103	24	97	-4	0.2
CCOC(=O)COc1c(-c2ccc(OC)cc2)oc2ccccc2c1=O
→ -5	13	94	-3	-12	-3	101	19	99	-5	0.5
COc1ccccc1CNC(=O)C1COc2ccccc2O1 (stereo not given)
→ -7	2	99	-6	-3	-1	98	16	101	0	0.5
COCCSc1ccccc1C(=O)NCc1cccnc1
→ -4	0	102	-3	-7	-8	102	25	101	-4	0.2
CCCCNC(=O)C1CC(=O)N(C2CCCCC2)C1 (stereo not given)
→ -2	4	101	0	-5	-12	100	14	101	-6	0.1
CC(C)=NNc1nc2c(c(=O)[nH]c(=O)n2C)n1CCc1ccccc1
→ -1	0	101	0	0	-3	99	11	100	-6	-0.3
O=C(OCC(=O)N1CCN(S(=O)(=O)c2ccccc2)CC1)c1ccc([N+](=O)[O-])o1
→ 0	-1	90	-2	0	-2	97	26	?	-3	-0.5
O=C(COC(=O)CCc1nc2ccccc2s1)Nc1nc(-c2ccccc2)cs1
→ -2	-3	103	-2	0	-1	105	6	105	-2	0.1
O=C(CSc1n[nH]c(-c2ccccc2)n1)NCc1cccc(C(=O)O)c1
→ -1	0	99	-2	-7	-13	101	51	94	-7	0.1
Cc1cccc(C)c1NC(=O)CS(=O)CC(=O)NC1CCCc2ccccc21 (stereo not given)
→ -7	5	104	0	-8	-12	101	26	104	-6	1.6
CS/C(=C\[N+](=O)[O-])Nc1ccc(Cl)cc1
→ -1	0	98	-1	-3	-1	100	21	105	-2	0.0
N/C(Cc1cccc2ccccc12)=N\OC(=O)c1ccc(Br)o1
→ 0	5	100	6	4	11	102	16	97	-4	1.3
O=C(OCC(=O)N1CCc2ccccc21)c1cccnc1Cl
→ -1	2	95	-5	-4	1	92	29	92	0	-6.4
O=C(COC(=O)c1ccc(S(=O)(=O)N2CCOCC2)cc1)NC1CCCCCCC1
→ 12	10	101	6	9	16	101	19	99	12	0.9
NC1=NC2(CCCCC2)N(c2ccc(F)cc2F)C(N)=N1
→ -6	2	101	-5	-2	-10	103	14	97	-5	0.3
COc1cc(SC)ccc1C(=O)N1CCN(Cc2ccccc2)CC1
→ 0	-1	93	-1	4	-1	98	9	93	-3	0.6
Cc1ccc2c(c1)c1c(n2CC(O)Cn2c(C)nc3ccccc32)/C(=N\O)CCC1 (stereo not given)
→ 1	3	106	-1	0	3	104	17	103	0	1.1
CNC(CC(=O)c1ccc([N+](=O)[O-])cc1)C(Cl)(Cl)Cl (stereo not given)
→ 2	-7	98	3	11	55*	81	7	96	4	-1.4
Cc1ccc(NC(=O)c2nnn(CC(=O)Nc3ccccc3)c2N)cc1C
→ 0	2	102	3	-7	-8	103	49	101	-7	0.1
COC(=O)Nc1nc(Sc2ncc(C(F)(F)F)cc2Cl)n[nH]1
→ -2	9	95	-3	-2	0	100	12	94	-6	0.3
COc1ccc(NC(=O)c2ccccc2NC(=O)c2ccco2)c(OC)c1
→ 0	4	101	0	0	-1	102	16	101	0	1.3
COc1ccc(-n2nc(C(=O)N3CCCCC3)c(C)c(C#N)c2=O)cc1
→ 0	3	93	-2	-1	-5	100	10	97	0	0.7
O=[N+]([O-])C1=CC=C2C(=NC3(CCCCC3)N2O)C1=NCCO
→ 0	0	105	8	-2	0	98	7	99	-3	-0.1
CCCn1c(SCC(=O)NCc2cccs2)nc2c1c(=O)n(C)c(=O)n2C
→ 0	2	104	0	-6	-6	102	49	102	-3	0.7
CC1(CC(=O)N/N=C/c2ccc(-c3ccc(Cl)cc3)o2)OCCO1
→ -10	50	98	-6	-4	-8	101	12	96	-6	0.5
CN(C)S(=O)(=O)N1CCN(C(=O)c2cccc(Br)c2)CC1
→ -3	4	95	-2	-13	-20	96	29	96	-8	0.5
Cc1cc(-c2ccccc2)nc2c(Br)c(=O)[nH]n12
→ -3	0	103	0	1	4	101	16	?	0	11

# Among those listed so far, two have a CF3 group.
# Results follow in this order: Bim-Bcl-XL	ABCG2 block	RGS4-Gao reg	Bcl-W Bim block	Bcl-2 Bim block	Bfl-1 Bim block	RGS8-Gao	GSH fluor	RGS7-Gao reg	Bim-Bcl-B	ABCB1 block
COc1cc(CCC(=O)Nc2ccc(Cl)c(C(F)(F)F)c2)cc(OC)c1OC
→ -3	0	97	-3	-9	-2	100	10	96	-5	0.1
COC(=O)Nc1nc(Sc2ncc(C(F)(F)F)cc2Cl)n[nH]1
→ -2	9	95	-3	-2	0	100	12	94	-6	0.3

# High-throughput results: PubChem BioAssay, NMMLSC
